Screening results from PubChem BioAssay.
Pin1 inhibitor – blocks the human prolyl isomerase Pin1 | Q13526 | Pin1 FP peptide displacement, HiFluor488, 10 min | Potency, µM (highest dose often 115 µM), without a hit: top-dose activity, negative = inhibition, actives largely listed as inhibitors | 390,000 tested, 0.009% active | AID 504891; active means well fitted inhibition curve with a large enough effect in the polarisation, with a control signal flat, not every such curve was filed as active; inconclusive means small, poorly fitted or top-dose-only effect, or effect the other way, or a change in a side signal; inactive means no such curve, though single readings can be large or run the other way; the % refers to the polarisation; further: potency means the concentration at half of the fitted maximal effect; on the % scale 0 is the no-effect control and ±100 the full control effect
Target sequence (Q13526 whole entry, looked up): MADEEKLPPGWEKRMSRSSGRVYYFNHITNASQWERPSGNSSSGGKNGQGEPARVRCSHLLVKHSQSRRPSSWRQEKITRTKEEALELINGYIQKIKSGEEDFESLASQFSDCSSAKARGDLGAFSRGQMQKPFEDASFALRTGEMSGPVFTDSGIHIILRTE
mIDH1 inhibitor – inhibitors of human mutant IDH1 R132H; Potency, µM (doses to about 76.6 µM), without a hit: at the highest dose activity change, negative = inhibition, hits mostly inhibitors; IDH1-R132H enzyme, NADPH consumption, diaphorase/resazurin fluorescence; 390,000 tested, 0.093% active; further: potency means the concentration at half of the fitted maximal effect; on the % scale 0 is the no-effect control and ±100 the full control effect; nearly all actives have a fitted effect of over 65% in size
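IDH1-R132H (0.5 ug/mL dispensed) in pH 7.5 Tris buffer was preincubated 30 min with compound, then given a substrate mix of 0.016 mM NADPH and 2 mM alpha-KG for 80 min at room temperature; remaining NADPH was read by diaphorase/resazurin fluorescence.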
TRHR agonist – agonists of human TRH receptor | TRHR cells, calcium flux fluo-8, FDSS agonist mode | activation, % at 2 µM | P34981 | 360,000 tested, 0.18% active; in the data active means activation above about 30%; further: 0% is about no effect
Target sequence (P34981 whole entry, looked up): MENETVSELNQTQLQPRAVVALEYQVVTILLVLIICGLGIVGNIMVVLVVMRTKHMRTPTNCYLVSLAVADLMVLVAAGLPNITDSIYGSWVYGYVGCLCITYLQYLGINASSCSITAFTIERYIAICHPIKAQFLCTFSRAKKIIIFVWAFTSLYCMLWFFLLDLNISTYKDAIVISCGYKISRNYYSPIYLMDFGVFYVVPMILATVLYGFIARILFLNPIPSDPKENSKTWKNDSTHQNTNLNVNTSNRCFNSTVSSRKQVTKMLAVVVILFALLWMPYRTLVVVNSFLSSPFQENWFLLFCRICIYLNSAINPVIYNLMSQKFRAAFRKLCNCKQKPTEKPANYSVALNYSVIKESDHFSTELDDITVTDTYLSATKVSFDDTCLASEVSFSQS
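Steps: seed TRHR cells overnight; add fluo-8 no-wash Ca dye, RT 30 min–1.5 h; record 10 s baseline; pin-transfer compounds; monitor fluorescence 1 cycle/s for the agonist window. Calcium increases flag candidate agonists.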
D2 agonist – D2 dopamine receptor (human) agonism | 340,000 tested, 0.53% active | HEK293 T-REx D2 cells, calcium flux agonist mode | AID 485358 | activation, % at 2 µM | P14416;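 active means activation over 3 SD above normal in the single-dose calcium agonist read, cut at about 30% in these data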; further: 0% is about no effect
Target sequence (P14416 whole entry, looked up): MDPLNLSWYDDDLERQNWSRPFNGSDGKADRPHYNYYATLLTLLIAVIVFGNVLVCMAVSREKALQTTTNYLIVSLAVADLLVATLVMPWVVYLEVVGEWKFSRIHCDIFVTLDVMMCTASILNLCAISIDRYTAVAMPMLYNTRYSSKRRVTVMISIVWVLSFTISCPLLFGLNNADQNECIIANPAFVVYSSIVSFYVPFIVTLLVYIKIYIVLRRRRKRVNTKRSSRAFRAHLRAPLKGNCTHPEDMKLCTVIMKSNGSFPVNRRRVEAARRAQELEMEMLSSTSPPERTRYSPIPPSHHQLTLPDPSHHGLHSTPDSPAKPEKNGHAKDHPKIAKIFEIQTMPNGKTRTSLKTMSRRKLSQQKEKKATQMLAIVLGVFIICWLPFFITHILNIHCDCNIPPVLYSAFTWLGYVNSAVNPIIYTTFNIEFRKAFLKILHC
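Agonism scored from kinetic calcium signal (1 read/sec, 180 s) following compound pin transfer, after a 10 s baseline. Cells: HEK293 Trex line expressing inducible D2 receptor coupled to calcium, dye-loaded after overnight culture at 30 C.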
D2 antagonist – antagonists of human D2 dopamine receptor | inhibition, % at 10 µM | 340,000 tested, 2% active | AID 485344 | HEK293 TREx D2 cells, calcium flux, dopamine EC80; in the data active means inhibition above about 30%; further: 0% is about no effect
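Tetracycline-induced HEK293 TREx cells expressing D2 receptor forced-coupled to calcium signalling, loaded with no-wash calcium dye. Compounds added and calcium flux read 180 s, then dopamine added at EC80 and read a further 180 s.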
TrxR1 inh – rat TrxR1 inhibition. Potency, µM (highest dose often 114 µM), for inactives: at the highest dose activity change, negative = inhibition, most hits filed as inhibitors. O89049. AID 588453. recombinant rTrxR1, NADPH fluorescence consumption, selenite substrate. 390,000 tested, 1% active; further: potency means the concentration at half of the fitted maximal effect; on the % scale 0 is the no-effect control and ±100 the full control effect; nearly all actives have a fitted effect of over 65% in size
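Rat TrxR1 (90 nM in the dispensed reagent) was pre-reduced with 400 uM NADPH for 5 min at room temperature, then incubated with compound for 15 min. After 400 uM selenite was added, NADPH fluorescence (Ex 340/Em 450 nm) was followed for 8 min.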
TrxR1 substrate – substrates of rat thioredoxin reductase 1; purified TrxR1 substrate turnover, NADPH consumption readout; Potency, µM (doses to about 114 µM), for the others: at the highest dose activity change, negative = substrate turnover; 390,000 tested, 0.01% active; AID 588456; further: potency means the concentration at half of the fitted maximal effect; on the % scale 0 is the no-effect control and ±100 the full control effect; nearly all actives have a fitted effect of over 50% in size
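Rat TrxR1, dispensed at 90 nM, was prereduced with 400 uM NADPH (final) for 5 min at ~22 deg C, then incubated with compound 15 min before 400 uM selenite. A first-read NADPH fluorescence drop versus no-compound background flagged substrates.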
USP1 inh – USP1/UAF1 (human) deubiquitinase inhibition; O94782; recombinant USP1/UAF1, Ub-Rhodamine cleavage fluorescence; Potency, µM (doses to about 57.1 µM), for the others: top-dose activity change, negative = inhibition, most hits filed as inhibitors; 390,000 tested, 0.23% active; further: potency means the concentration at half of the fitted maximal effect; on the % scale 0 is the no-effect control and ±100 the full control effect; nearly all actives have a fitted effect of over 60% in size; inactives centre near -12
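USP1/UAF1 complex at 1 nM was preincubated with compound for 15 min at room temperature, then Ub-Rho substrate (150nM final) was added. Fluorescence (480/540 nm) was read kinetically, 6 reads every 60 seconds.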
TRHR PAM – TRH receptor (human) allosteric enhancement. P34981. TRHR cells, fluo-8 calcium fluorescence, EC20 TRH enhancement. enhancement, % at 2 µM. 360,000 tested, 0.66% active; in the data active means enhancement above about 30%; further: 0% is about no effect
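Enhancer read-out: after compound pinning and an initial kinetic agonist-mode read, an EC20 of TRH (10 nM final) was injected and fluo-8 calcium signal (Ex 480/Em 530) followed at 1 s/cycle for 100 cycles in TRHR-expressing cells.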
Active calls of the source: *; ? = inconclusive; . = not tested or not shown; [ ] = another dose, or the depositor's remark. Unless noted, the call rests on the fitted dose curve; in most records, active means well fitted inhibition curve with a large enough effect; inconclusive means small, poorly fitted or top-dose-only effect; inactive means no such curve, though single readings can be large or run the other way.

1: CC(C)Cc1cc(C(=O)Nc2ccc(F)cc2F)no1
2: CCC(C)NC(=O)CSc1nc2ccccc2c(=O)n1CCCN1CCCCC1 (configuration not stated)
3: O=C(O)c1cccc(NS(=O)(=O)c2ccc3c4c(cccc24)C(=O)N3)c1
4: COc1ccc(C2=Nn3c([n+](C)c4ccccc43)SC2)cc1
5: CCOC(=O)c1ccccc1NC(=O)c1ccc2nc[nH]c2c1
6: Cc1ccc(C)c(NC(=S)NCCc2ccc(F)cc2)c1
7: COc1cccc(C(=O)NC(=S)Nc2ccc3c4c(cccc24)CC3)c1
8: O=C1[C@@H]2C(c3cccnc3)=NO[C@@H]2C(=O)N1c1ccc(Cl)cc1Cl
Screen / compound no.	1	2	3	4	5	6	7	8
Pin1 inhibitor	4%	1%	-2%	-3%	-2%	0%	29%	12%
mIDH1 inhibitor	13%	-1%	4%	1%	-12%	-5%	1%	-10%
TRHR agonist	0.8	-0.5	0.3	0.1	-0.2	-0.3	0.8	-0.9
D2 agonist	1.2	2.1	0.1	0.4	1.8	-0.5	0.6	-1.4
D2 antagonist	-15	8	17	-20	-7	-16	-20	13
TrxR1 inh	8%[57.1 µM]	58%[11.4 µM]	14%	9%[57.1 µM]	10%	-1%	-37%	71µM*
TrxR1 substrate	5%[57.1 µM]	1%	-3%	-4%[57.1 µM]	1%	-4%	9%[57.1 µM]	-1%
USP1 inh	-9%	-10%	-8%	-13%	-17%	2%	-5%	-23%
TRHR PAM	-4	-5	-7	-2	11	6	3	17

9: CCN(C(=O)COC(=O)c1ccc2[nH]c3c(c2c1)CCCC3)C1CCS(=O)(=O)C1 (configuration not stated)
10: COc1cc(C(=O)N2CCc3ccccc32)ccc1OCc1c(C)noc1C
11: COCCOc1ccc(C(F)(F)F)cc1NC(=O)COC(=O)c1ccc(N2CCCC2=O)cc1
12: Cc1cccc2sc(N(CCCN(C)C)C(=O)c3nc4ccccc4s3)nc12
13: COC(=O)C1OC1c1cc([N+](=O)[O-])ccc1OC (configuration not stated)
14: O=c1sc(N2CCN(c3ccccc3F)CC2)nc2ccsc12
15: Cc1cccc(N(CC(=O)N2CCCC2)S(C)(=O)=O)c1
16: CC(=O)c1ccc(N2CCN(C(=O)CCCn3c(=S)[nH]c4cc5c(cc4c3=O)OCO5)CC2)cc1
Screen / compound no.	9	10	11	12	13	14	15	16
Pin1 inhibitor	-1%	1%	44%	-5%	-3%	?	-3%	74%[activator]
mIDH1 inhibitor	23%	1%	-1%	4%	2%	-8%	7%	4%
TRHR agonist	-1.0	0.1	.	0.6	.	0.3	0.1	-0.6
D2 agonist	-0.4	-0.2	.	-0.5	.	-0.5	.	-1.9
D2 antagonist	-22	-7	.	-4	.	22	.	6
TrxR1 inh	?	-48%[0.0914 µM]	-13%	-6%	-5%[11.4 µM]	45%[activator][57.1 µM]	26%	21%[57.1 µM]
TrxR1 substrate	6%[57.1 µM]	20%[0.0914 µM]	-12%	2%	10%[57.1 µM]	13%[57.1 µM]	7%	12%[57.1 µM]
USP1 inh	-1%	-15%	-9%	-25%	0%	-23%	-15%	-18%
TRHR PAM	-1	-1	.	0	.	-19	5	2

17: CC(C)(C)C(=O)NC1CC2CCCC(C1)N2C(=O)Nc1ccccc1Cl (configuration not stated)
18: COc1ccc(Br)cc1-c1noc(-c2ccccc2)n1
19: Cc1c(C(=O)N2CCCC2)c(S(=O)(=O)Nc2cccc(Br)c2)c(C)n1C
20: COc1ccc(NC(=O)CC(=O)Nc2ccc(OC)cc2OC)c(OC)c1
21: CCOC(=O)C1=C(C)N(C2CCCCC2)C(=O)C1
22: CCCCC(=O)Nc1cccc(OCc2cc(=O)n3ccccc3n2)c1
23: Cc1nc(-c2ccccc2)sc1CCNC(=O)C(=O)Nc1ccc2c(c1)OCCO2
24: COc1cc2ccccc2cc1C(=O)Nc1ccc(N2CCN(C)CC2)cc1
Screen / compound no.	17	18	19	20	21	22	23	24
Pin1 inhibitor	-1%	8%	3%	-1%	2%	1%	1%	?
mIDH1 inhibitor	3%	6%	-10%	2%	15%	1%	11%	4%
TRHR agonist	0.2	0.9	-0.6	0.7	-0.1	0.4	0.0	0.8
D2 agonist	1.2	0.1	0.6	1.1	-0.4	0.3	-0.3	.
D2 antagonist	-7	0	8	-9	-11	.	.	.
TrxR1 inh	8%	5%[57.1 µM]	16%[57.1 µM]	-20%[57.1 µM]	-13%	4%[57.1 µM]	23%[57.1 µM]	2%
TrxR1 substrate	3%	-8%[57.1 µM]	5%[57.1 µM]	1%[57.1 µM]	-8%	-7%[57.1 µM]	7%[57.1 µM]	2%
USP1 inh	-17%	-19%	5%	1%	10%	-15%	-23%	-1%
TRHR PAM	9	-4	2	5	4	-1	-3	2

25: COC(=O)Cn1c(CN2CCN(c3ccc(OC)cc3)CC2)nc2c1c(=O)[nH]c(=O)n2C
26: CC(=O)N1CCc2cc(Br)cc(S(=O)(=O)N3CCN(c4cccc(C)c4)C(C)C3)c21 (configuration not stated)
27: Cc1nn(CC(=O)c2ccc(Br)s2)c(C)c1[N+](=O)[O-]
28: COc1cc(C(=O)NC2CCCCCCC2)cc(OC)c1OC
29: CS(=O)(=O)Nc1ccc(-c2cn3cccnc3n2)cc1
30: CCOC(=O)C1=C(CN2CCN(c3ccc(F)cc3)CC2)NC(=O)NC1c1cccs1 (configuration not stated)
31: O=c1c2ccccc2oc2nc(-c3ccco3)n(Cc3ccccc3)c(=O)c12
32: CCOC(=O)/C(=N\Nc1ccc(C(C)=O)cc1)c1csc(Nc2ccccc2)n1
Screen / compound no.	25	26	27	28	29	30	31	32
Pin1 inhibitor	-1%	22%	?	0%	-3%	-4%	?	?
mIDH1 inhibitor	0%	0%	1%	3%	1%	1%	6%	2%
TRHR agonist	1.0	-0.2	3.1	.	-0.1	-0.6	0.7	9.2
D2 agonist	.	0.0	1.2	.	-1.1	-0.3	-2.3	12
D2 antagonist	.	.	-8	.	0	6	-2	12
TrxR1 inh	8%	32%	-13%	16%[11.4 µM]	2%	5%	-11%	-1%[11.4 µM]
TrxR1 substrate	3%	9%[2.29 µM]	-5%	8%[11.4 µM]	236%[activator]	0%	-8%	0%[11.4 µM]
USP1 inh	4%	-31%	-15%	?	-5%	-21%	5%	?
TRHR PAM	2	-7	-6	.	-5	3	6	-19

33: COC(=O)Nc1ccc(S(=O)(=O)N2CCCCCC2)cc1
34: NS(=O)(=O)c1ccc(NC(=O)CN2CCN(S(=O)(=O)c3cccs3)CC2)cc1
35: CCOC(=O)N1CCN(C(=O)CS(=O)(=O)c2cn(Cc3ccccc3C)c3ccccc23)CC1
36: Cc1ccc(CNC(=O)CSc2nc(C)cc(C)c2C#N)cc1
37: CCCSc1ncc(Cl)c(C(=O)Nc2ccc(S(=O)(=O)N3CCCCC3C)cc2)n1 (configuration not stated)
38: Cc1csc(NC(=O)COc2ccc3c(c2)CCC3)n1
39: C#CCN(Cc1ccco1)C(=O)c1cc(COc2ccc(F)cc2Cl)on1
40: Cn1c(-c2cc3ccccc3oc2=O)nc2ccccc21
Screen / compound no.	33	34	35	36	37	38	39	40
Pin1 inhibitor	-7%	-5%	-3%	0%	21%	-4%	8%	0%
mIDH1 inhibitor	10%	2%	2%	5%	.	2%	-8%	6%
TRHR agonist	0.4	0.5	1.2	-1.5	0.8	-0.4	-0.2	-0.8
D2 agonist	0.4	.	-0.4	-0.5	.	0.7	0.2	-3.0
D2 antagonist	10	.	-6	-5	.	2	-7	-2
TrxR1 inh	2%	5%	2%[57.1 µM]	6%[57.1 µM]	19%	-15%	8%[57.1 µM]	27%
TrxR1 substrate	-3%	3%	2%[57.1 µM]	12%[57.1 µM]	4%	-2%	1%	4%
USP1 inh	-3%	-19%	-7%	-16%	-24%	-21%	-20%	-7%
TRHR PAM	1	7	3	0	0	3	-5	-8

A different layout for part of the listing above.
35: CCOC(=O)N1CCN(C(=O)CS(=O)(=O)c2cn(Cc3ccccc3C)c3ccccc23)CC1
  Pin1 inhibitor: -3%	mIDH1 inhibitor: 2%	TRHR agonist: 1.2	D2 agonist: -0.4	D2 antagonist: -6	TrxR1 inh: 2%[57.1 µM]	TrxR1 substrate: 2%[57.1 µM]	USP1 inh: -7%	TRHR PAM: 3
36: Cc1ccc(CNC(=O)CSc2nc(C)cc(C)c2C#N)cc1
  Pin1 inhibitor: 0%	mIDH1 inhibitor: 5%	TRHR agonist: -1.5	D2 agonist: -0.5	D2 antagonist: -5	TrxR1 inh: 6%[57.1 µM]	TrxR1 substrate: 12%[57.1 µM]	USP1 inh: -16%	TRHR PAM: 0

(listing goes on)
41: OCCNCc1cc(Br)ccc1OCc1ccc(Cl)cc1Cl
42: CC(C)NS(=O)(=O)c1ccc(OCC(=O)N(C)Cc2ccccc2)cc1
43: CCOc1ccc(S(=O)(=O)Nc2ccccn2)c2ccccc12
44: COC(=O)Nc1ccc(S(=O)(=O)NNC(=O)c2c(O)c3ccccc3[nH]c2=O)cc1
45: COc1ccc(Cn2c(C)nnc2-c2cnn(C)c2N)cc1OC
46: Cc1ccc(N=Cc2cc3c(cc2[N+](=O)[O-])OCO3)cc1[N+](=O)[O-]
47: COc1ccc(C(=O)Nc2ccc3nc(N4CCC(C)CC4)cc(C)c3c2)cc1
48: Cc1cc(-c2ccccc2)nc(Cl)c1C#N
Screen / compound no.	41	42	43	44	45	46	47	48
Pin1 inhibitor	3%	0%	14%	20%	1%	?	0%	2%
mIDH1 inhibitor	5%	-3%	0%	-18%	-6%	2%	0%	9%
TRHR agonist	0.4	-0.1	0.0	-1.0	0.1	.	0.3	-0.9
D2 agonist	0.6	0.2	0.3	-1.7	-0.8	.	0.2	0.2
D2 antagonist	-1	13	10	-13	-2	.	.	-12
TrxR1 inh	11%	-1%[2.29 µM]	39%[activator]	31%	18%	-24%	14%	-5%
TrxR1 substrate	3%	7%[2.29 µM]	79%[activator]	4%	4%	0%	29%	-5%
USP1 inh	-8%	-7%	-17%	-8%	-8%	-10%	-14%	-11%
TRHR PAM	2	-2	3	-3	-1	.	3	-2

Not all compounds are listed (hit frequency here may not be typical).
